Compound activity: PubChem BioAssay, National Center for Advancing Translational Sciences (NCATS)
SMN2 splice enh: increases expression of the SMN2 splice variant | Potency, µM (series often up to 46.1 µM), inactives show at the highest dose activity change, positive = activation, most hits filed as activators | 210,000 tested, 2.8% active | HEK293 SMN2-luciferase splicing reporter, luminescence, 30-36 h; also: % of control where 0% means no effect; nearly all actives have a fitted effect of over 55% in size
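HEK293 cells carry an SMN2 minigene-luciferase reporter in which exon 7 inclusion puts luciferase in frame. Cells were seeded at 2000 cells/well, attached for 10-12 hours, then exposed to compounds for 30-36 hours at 37C before ONE-Glo luminescence.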
Tau fluor cs: counter-screen for tau fibril formation inhibitors. tau K18 P301L Alexa594 fluorescence, heparin fibrillization. Potency, µM (top dose mostly 57.7 µM), for the others: top-dose activity change, negative = decrease. 280,000 tested, 0.93% active; also: % is scaled to controls: 0 for no effect and ±100 for the full control effect; nearly all actives have a fitted effect of over 55% in size
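Human tau K18 P301L (15 uM unlabeled, 0.24 uM Alexa 594-labeled) in 100 mM sodium acetate pH 7 with 20 uM heparin, 6 hr at 37 C. ThT 30 uM added, 1 hr ambient; Alexa 594 FP and total fluorescence read at 555/632 nm.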
Tau FP inhib: inhibitors of human tau fibril formation. Potency, µM (titrated, usually from 57.7 µM), without a hit: at the top dose activity, negative = inhibition, usual class: inhibitors. 280,000 tested, 0.39% active. P10636. K18 P301L tau heparin fibrillization, Alexa594 FP, 6 h. AID 1468; also: % is scaled to controls: 0 for no effect and ±100 for the full control effect; nearly all actives have a fitted effect of over 55% in size
Target sequence (P10636 561-689 P618L limits assumed): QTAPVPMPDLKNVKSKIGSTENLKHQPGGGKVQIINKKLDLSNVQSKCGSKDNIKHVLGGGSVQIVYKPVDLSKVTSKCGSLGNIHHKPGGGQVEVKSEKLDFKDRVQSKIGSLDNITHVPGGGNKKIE
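Human tau K18 […] P301L fragment, 15 uM unlabeled plus 0.24 uM Alexa 594-labeled tau (final), with compound and 20 uM heparin in 100 mM sodium acetate pH 7; 6 hr at 37 C, then Alexa 594 FP read.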
Tau fibril ThT: inhibitors of human tau fibril formation, thioflavin T binding | Potency, µM (top dose mostly 57.4 µM), without a hit: at the top dose activity, negative = inhibition, usual class: inhibitors | P10636 | recombinant tau K18 P301L, heparin-induced fibrillization, ThT fluorescence | AID 1460 | 270,000 tested, 2.1% active; also: % is scaled to controls: 0 for no effect and ±100 for the full control effect; nearly all actives have a fitted effect of over 55% in size
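Using a mix of unlabeled (15 uM) and Alexa 594-labeled (0.24 uM) tau K18 P301L, heparin-triggered fibrillization over 6 hr at 37 C was scored by ThT fluorescence.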
HTT aggregate: reduces HttQ103-GFP aggregates in PC12 cells | PC12 HttQ103-GFP aggregates, Acumen cytometry, 40 h | Potency, µM (doses to about 46.1 µM), inactives show at the highest dose activity change, negative = inhibition, hits mostly inhibitors | 220,000 tested, 1.1% active; also: % is scaled to controls: 0 for no effect and ±100 for the full control effect; nearly all actives have a fitted effect of over 60% in size
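Quantitative HTS on tebufenozide-induced (100 nM) PC12 cells stably expressing polyQ103 Huntingtin exon 1–GFP. Reduction of bright GFP aggregates, detected by laser scanning cytometry after lysis, identified actives across the titration.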
HTT cytoprotect: protects HTT-Q103 PC12 cells, measured by ATP; PC12 HTT-Q103 induced, cytoprotection, ATP luminescence, 40 h; Potency, µM (top dose mostly 56.4 µM), without a hit: cytoprotection (ATP increase), actives largely listed as activators; 230,000 tested, 0.14% active; AID 1471;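 also: % of control where 0% means no effect; nearly all actives have a fitted effect of over 45% in size; toxic huntingtin expression switched on by the ecdysone agonist tebufenozide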
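Stable PC12 Q103-GFP cells in serum-supplemented, phenol red-free DMEM; induction by tebufenozide at 100 nM final; compound dose series; cell viability quantified luminescently from ATP.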
KDM4E inh: JMJD2E (human) inhibition; B2RXH2; JMJD2E catalytic domain, FDH-coupled NADH fluorescence (FDH is formaldehyde dehydrogenase); Potency, µM (titrated, usually from 57.1 µM), for inactives: at the top dose activity change, negative = inhibition, hits mostly inhibitors; 230,000 tested, 1.6% active; AID 2147; active = well fitted inhibition curve with a large enough effect, not every such curve was filed as active; inconclusive = small, poorly fitted or top-dose-only effect, or another doubt; inactive = no such curve, though single readings can be large or run the other way;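 also: 0% = wells with enzyme and -100% = buffer wells without enzyme; nearly all actives have a fitted effect of over 50% in size; many of its hits are not listed in these tables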
Target sequence (B2RXH2 1-337 limits assumed): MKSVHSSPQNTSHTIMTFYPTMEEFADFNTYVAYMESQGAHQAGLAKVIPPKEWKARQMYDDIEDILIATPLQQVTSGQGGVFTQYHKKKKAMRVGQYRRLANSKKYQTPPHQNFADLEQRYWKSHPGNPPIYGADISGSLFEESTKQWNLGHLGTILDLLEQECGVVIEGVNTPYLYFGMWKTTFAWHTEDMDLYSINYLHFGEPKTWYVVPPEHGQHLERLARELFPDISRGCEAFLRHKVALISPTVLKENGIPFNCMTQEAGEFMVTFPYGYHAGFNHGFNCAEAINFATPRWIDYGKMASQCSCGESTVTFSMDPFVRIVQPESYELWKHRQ
ALDH1A1 block: ALDH1A1 (human) enzyme inhibition | 220,000 tested, 7.3% active | AID 1030 | Potency, µM (doses to about 75.3 µM), inactives show at the top dose activity, negative = inhibition, actives largely listed as inhibitors | P00352 | Purified ALDH1A1, NADH fluorescence, propionaldehyde substrate; active = well fitted inhibition curve with a large enough effect, not every such curve was filed as active; inconclusive = small, poorly fitted or top-dose-only effect, or another doubt; inactive = no such curve, though single readings can be large or run the other way;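 also: plate controls were no enzyme wells and a reference inhibitor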
Target sequence (P00352 whole entry, looked up): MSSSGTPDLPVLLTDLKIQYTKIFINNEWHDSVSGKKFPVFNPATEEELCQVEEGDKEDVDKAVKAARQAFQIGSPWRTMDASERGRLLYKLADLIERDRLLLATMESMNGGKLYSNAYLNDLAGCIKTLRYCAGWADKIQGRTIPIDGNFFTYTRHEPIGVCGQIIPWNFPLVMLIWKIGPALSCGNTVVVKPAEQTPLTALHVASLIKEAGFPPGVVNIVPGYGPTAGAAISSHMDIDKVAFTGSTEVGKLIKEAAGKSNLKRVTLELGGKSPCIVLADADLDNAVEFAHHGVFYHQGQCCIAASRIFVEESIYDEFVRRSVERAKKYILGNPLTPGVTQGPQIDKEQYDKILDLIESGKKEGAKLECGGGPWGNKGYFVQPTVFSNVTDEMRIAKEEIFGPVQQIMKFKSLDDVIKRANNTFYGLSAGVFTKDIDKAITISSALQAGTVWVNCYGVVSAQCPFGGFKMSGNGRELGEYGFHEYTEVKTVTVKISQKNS
* hit, by the source's call; ? = inconclusive; / = not tested or not shown; & = joins results of further samples; [ ] = remark or other dose. Unless noted, calls follow the shape of the dose curve; as a rule, active = well fitted curve in the direction sought with a large enough effect; inconclusive = small, poorly fitted or top-dose-only effect, or another doubt; inactive = no such curve, though single readings can be large; an effect the other way counts as inactive or inconclusive. Potency is read from the fitted curve at half-maximal effect. Not all compounds are listed. The share of hits here may be higher or lower than overall.

SMILES	SMN2 splice enh	Tau fluor cs	Tau FP inhib	Tau fibril ThT	HTT aggregate	HTT cytoprotect	KDM4E inh	ALDH1A1 block
CC(=O)Nc1c(C(=O)N2CCOCC2)sc2nc3c(cc12)COC(C)(C)C3	-1.4%	-3.2%	-4.7%	-12.2%	8.7%	-18.1%[0.074 µM]	-7.0%	?
CCc1ccc(-n2c(=O)c3c4c(sc3n(Cc3ccccc3C#N)c2=O)CCC4)cc1	-2.7%	15.8%	-9.0%	12.8%	/	/	/	/
CCc1ccccc1NC(=O)CSc1n[nH]c(C)c1[N+](=O)[O-]	-3.0%	-2.6%	-1.5%	1.5%	2.1%	40.0%[10 µM]	-5.7%	-3.1%
COc1ccc(-c2cc(C(F)(F)F)n3nc(C(=O)Nc4ccc(Cl)cc4C(F)(F)F)cc3n2)cc1OC	4.7%	-12.6%	2.2%	-11.3%	/	/	/	/
Cc1c2c(nc3ccccc13)CCC(C)C2 (stereo not given)	11.1%	2.9%	-4.4%	-12.8%	-20.2%	6.8%	?	?
CCOc1cc(C2CC(=O)NC3=C2C(=O)C(C(=O)OC)C(C)C3)cc(Cl)c1O (stereo not given)	19.5%	-4.0%	-1.2%	-5.9%	11.8%	-6.3%	-4.8%	-15.0%
O=C(Cn1cc([N+](=O)[O-])cn1)Nc1ccc(Cn2cc(Br)cn2)cc1	-13.7%	-18.8%	5.3%	-14.7%	?	11.9%[10 µM]	9.2%	0.2%
Cc1ccccc1C1CC(c2cccs2)Nc2nnnn21 (stereo not given)	-7.4%	0.4%	3.6%	-4.9%	14.0%	-8.9%[10 µM]	15.9%	?
O=C1NNC(=O)C2C3C=CC(C4CC34)C12 (stereo not given)	-5.5%	-8.4%	7.4%	-0.5%	-5.8%	-0.8%[10 µM]	13.4%	25.1µM*
O=C(NC1(C(F)(F)F)N=C(c2ccccc2)N(Cc2ccccc2)C1=O)c1ccc(F)cc1 (stereo not given)	-4.3%	-24.5%	-10.5%	-5.1%	/	/	/	/
Cc1cc(NC(=O)Cn2ccsc2=N)c([N+](=O)[O-])cc1C	-4.8%	1.8%	6.0%	-1.8%	-2.8%	-19.6%	-8.3%	1.5%
COc1ccc(C2CC(=O)c3cnc4c(-c5ccc(F)cc5)c(C)nn4c3C2)cc1OC (stereo not given)	1.4%	-8.0%	-2.2%	3.2%	/	/	/	/
c1nc(N2CCC3(CC2)OCCO3)c2c3c(sc2n1)CCCC3	-1.7%	1.2%	-1.7%	-0.8%	-19.3%[9.22 µM]	-22.2%[0.074 µM]	4.5%	?
CNC(=S)NCCN1CCOCC1	-6.6%	14.8%	7.5%	1.6%	22.3%	2.0%[10 µM]	-4.6%	14.9%
O=C(Nc1ccc2c(c1)OCO2)c1cc(-c2cccc(Cl)c2)on1	-10.4%	-14.3%	1.9%	?	/	/	/	/
CCOc1ccc(N2C(=O)CC(Sc3nc(C)cc(C)c3C#N)C2=O)cc1 (stereo not given)	-20.1%	2.4%	0.4%	7.5%	16.4%	17.1%	6.3%	14.1µM*
CCOc1ccccc1CNC(=O)CCCn1ncn2c(cc3occc32)c1=O	3.5%	-8.7%	-5.9%	-4.7%	/	/	/	/
COc1ccc(-c2nc3cc(NC(=O)Cc4ccc(OC)c(OC)c4)ccc3o2)cc1	-92.7%[inhibitor]	-13.8%	-11.6%	10.6%	-17.9%	12.1%[10 µM]	?	?
Cc1ccccc1NC(=O)CC(NCc1cccnc1)C(=O)O (stereo not given)	-5.3%	-10.9%	-8.7%	-10.3%	/	/	/	/
O=C(NCC(c1cccnc1)N1CCN(c2ccc(F)cc2)CC1)c1ccccc1 (stereo not given)	-23.6%	-7.4%	1.5%	0.6%	-23.4%	18.1%	3.3%	7.7%
CCN(CC(=O)Nc1ccccc1Br)C1CCCCC1	-24.2%	-3.1%	3.5%	-8.3%	-13.8%	-17.7%	0.3%	?
Cc1nn(C(=O)COc2ccc(Cl)cc2)c(C)c1Sc1ccccc1	20.0%	-15.2%	-3.8%	-8.0%	/	/	/	/
COCCNC(=O)/C(C#N)=c1\s/c(=C\c2ccccc2OC(F)F)c(=O)n1Cc1ccccc1	/	0.1%	-5.7%	4.7%	-1.4%[9.22 µM]	-10.2%[10 µM]	8.5%	-4.4%
Fc1ccccc1CSc1nnc(-c2cccs2)o1	12.6µM*	-13.1%	-5.1%	-8.4%	-2.1%	-14.8%[10 µM]	-17.4%	-1.7%
CCc1ccc2oc(-c3ccc(OC)cc3)cc(=Nc3cccc(C(=O)O)c3)c2c1	?	-19.7%	-10.2%	?	?	-125.6%[inhibitor]	?	?
Cc1n[nH]c(C)c1S(=O)(=O)N(CC(=O)N1CCc2ccccc21)c1ccc(C(C)C)cc1	-1.7%	-20.1%	-9.1%	1.5%	16.4%	6.5%	5.9%	?
CCn1ccc(C(=O)Nc2ccc(Cl)cn2)n1	?	-2.7%	-3.4%	-10.8%	4.8%	-21.5%	2.5%	12.5%
Cc1ccc(OCc2cc(=O)n3c(-c4ccccc4)csc3n2)cc1	-0.1%	-14.9%	0.1%	-5.9%	/	/	/	/
COc1ccc(/C(N)=N/OC(=O)CCc2ccccc2)cc1	/	-17.6%	-8.5%	?	-13.9%[9.22 µM]	-16.9%[10 µM]	-2.7%	?
COC(=O)c1cc2c(=O)n3ccccc3nc2n(C)c1=N	-6.0%	6.5%	3.1%	8.0%	-12.0%	-19.0%[0.074 µM]	?	?
CSCCC(NS(=O)(=O)c1cccs1)C(=O)NCc1cccs1 (stereo not given)	9.2%	-3.4%	-2.3%	3.5%	18.6%	-15.9%	0.4%	-15.1%
Cn1c(NC(=O)c2ccccc2)c(-c2cccs2)c(=O)c2ccccc21	2.5%	-5.3%	10.5%	-11.0%	-29.0%	-7.5%	-1.5%	-3.1%
O=C(Nc1nc(-c2ccc(Cl)cc2Cl)cs1)C1CCCO1 (stereo not given)	-11.9%	-19.4%	-5.3%	-14.5%	5.3%	/	-3.5%	-0.1%
COc1ccccc1NC(=O)N1c2ccccc2NC(=O)CC1C (stereo not given)	/	-5.7%	-3.7%	-8.0%	16.6%[9.22 µM]	13.8%[10 µM]	-5.1%	8.9%
Cc1cc(C)c2nc(N3CCCC(C(=O)N4CCC(C(N)=O)CC4)C3)sc2c1 (stereo not given)	-8.9%	-22.6%	7.3%	?	-6.8%[9.22 µM]	10.5%	-3.2%	-3.3%
CCOc1cc2[nH]c(=S)n(CCCN(CC)CC)c(=O)c2cc1OCC	-18.2%	1.9%	-1.4%	2.1%	-5.1%	9.6%[10 µM]	-6.8%	-9.4%
CCCC1CCC(C2=N/C(=C\c3ccc(OC)c(OC)c3)C(=O)O2)CC1 (stereo not given)	9.9%	-19.4%	5.7%	?	?	-42.0%[inhibitor]	0.0%	?
Cc1ccc(Nc2c(-c3ccncc3)nc3ccc(C)cn23)cc1	-3.7%	-27.9%	13.6%	?	/	/	/	/
Cc1ccccc1CN1CCN(Cc2ccccc2C(F)(F)F)CC1	-9.2%	-8.9%	-2.3%	-15.9%	5.2%	-44.5%[inhibitor]	?	?
O=C(c1ccc2c3c(cccc13)C(=O)N(O)C2=O)N1CCCCC1	-7.4%	-3.9%	-2.8%	-12.5%	?	-24.9%	11.8%	-2.9%
Cc1nnc(C)n1/N=C/c1cc2ccccc2nc1Cl	16.9%	-5.4%	-1.9%	-3.0%	-6.9%	-39.1%[inhibitor]	?	?
Cc1ccc(C(=O)Nc2cccc(-c3nc4ncccc4o3)c2)cc1	/	-4.7%	-7.1%	4.1%	1.2%[9.22 µM]	5.3%[10 µM]	?	/
CCC/C(=C1/C(=O)CC(C)(C)C(C(=O)OC)C1=O)N1CCCC1 (stereo not given)	15.5%	-1.5%	-3.9%	-4.2%	-2.4%	0.6%	-5.7%	6.9%
O=C(N1CCOCC1)N1CCN(c2ccccn2)CC1	-8.0%	-0.7%	-3.8%	-5.7%	-19.5%	3.2%	?	?
COC(=O)C1=NN(N=O)C2(CC(=O)N(c3cc(C)cc(C)c3)C2=O)C1 (stereo not given)	-13.3%	5.7%	-3.9%	5.7%	6.4%	4.8%	5.7%	8.91µM*
Cc1ccc(CN(Cc2ccco2)C(=S)NCC(=O)O)cc1	/	-3.7%	-7.6%	-0.1%	-2.3%	14.3%[10 µM]	-3.4%	-6.9%
COc1ccc(OC)c(NC(=O)c2[nH]c(C)c(C(C)=O)c2C)c1	17.7%	-3.2%	-0.4%	-16.3%	16.6%	-6.9%	-2.7%	1.8%
CC(=O)Nc1ccc(S(=O)(=O)Nc2cccc(C(=O)NC(C)(C)C)c2)cc1	-9.5%	-0.7%	5.3%	-2.3%	-16.1%	-33.6%	1.2%	3.2%
CCNC(=O)Cn1cnc2c1c(=O)n(C)c(=O)n2C	-10.0%	8.7%	-0.1%	7.1%	-7.1%	18.6%[10 µM]	0.4%	2.1%
CCc1[nH]nc2c1C1(CCN(C(=O)c3ccccc3)CC1)C(C#N)=C(N)O2	/	-2.3%	-2.8%	-7.6%	-9.3%	-10.0%	2.2%	?
CCCCNC(=S)Nc1ccc2[nH]c(=O)[nH]c2c1	-9.7%	0.1%	0.6%	0.5%	14.1%	-10.1%[10 µM]	2.5%	-2.2%
COc1ccc(NC(=O)CCNS(=O)(=O)c2cccc3nsnc23)cc1	4.0%	-0.3%&-1.5%	4.6%&-8.3%	0.8%&-2.3%	10.7%	-17.1%[10 µM]	9.3%	-10.4%
